TNAP activation fold: stimulation of alkaline phosphatase TNAP activity – biochemical, luminescent, no phosphate acceptor, uHTS, primary screen (AID 1001) | purified TNAP, luminescent activation assay, no phosphate acceptor; higher activation fold means a stronger effect | one-dose activation fold at 20 µM; EC50 in µM for titrated hits | actives 0.03% (n = 200,000); in the data active = activation fold from about 3, or a potency from the dose series; inactive = the rest, 99 in 100 with activation fold below about 1.6; note: many of its hits are not listed in these tables
Myeloid diff 2: compounds promoting myeloid differentiation. ER-HoxA9 myeloid progenitors, lysozyme-GFP differentiation, flow cytometry. calls only at 10 µM. actives 1% (n = 360,000);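 active = normalized GFP-positive differentiation at or above the plate's own cutoff, the solvent-only control mean plus 3 SD; inconclusive = no clear call, values can overlap the other calls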;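 note: cells exposed to compound for four days before flow analysis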
PMI inhibitors: inhibitors of human PMI, primary screen, biochemical, fluorescence intensity, coupled assay (AID 1209); purified PMI enzyme, coupled fluorescence intensity; higher % means a stronger effect; inhibition, % at 20 µM, or IC50 in µM where a hit was titrated; actives 0.42% (n = 190,000);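 note: plate controls were DMSO vehicle for no effect and wells lacking substrate for full effect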
PMI inhibition: human PMI inhibitors, high substrate, primary screen, biochemical, fluorescence intensity, high mannose 6-phosphate (AID 1220); actives 0.66% (n = 190,000); inhibition, % at 20 µM, or IC50 in µM where a hit was titrated; recombinant PMI enzyme, coupled fluorescence intensity; higher % means a stronger effect
PhoP inhibition: inhibitors of PhoP regulon expression, primary screen, Salmonella Typhimurium, GFP reporter (AID 1863); one-dose inhibition, % at 50 µM; IC50 in µM for titrated hits; S. Typhimurium PhoP-regulated promoter GFP reporter, 4 h; higher % means a stronger effect; actives 0.16% (n = 300,000);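 active = inhibition over 29.93%, a cutoff 3 SD above the screen mean, later confirmed by dose response; inconclusive = inhibition over 29.93% but no dose response follow-up; inactive = inhibition at most 29.93% or unconfirmed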;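 note: 0% = low Mg2+ inducing control and 100% = high Mg2+ repressing control; strong numbers were not always called active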
SIAH1 antagonists: blockers of Siah-1 interaction with plectin peptide – biochemical, fluorescence polarization, rhodamine-plectin, uHTS, primary screen (AID 1817); displacement, % at 20 µM; hits with a dose series show IC50 in µM; Siah-1 / rhodamine-plectin peptide fluorescence polarization; higher % means a stronger effect; actives 0.02% (n = 290,000);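 active = displacement of at least 50% at 20 µM, with a fluorescence ratio check between 0.3 and a set limit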;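 note: plate controls were Siah plus tracer with DMSO for no effect and tracer alone without Siah for full effect; strong numbers were not always called active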
RSV antiviral HEp-2: RSV antiviral activity via CPE protection, HEp-2 cells, primary 10 µM value included (AID 2391); HEp-2 cells, RSV-induced CPE inhibition; higher % means a stronger effect; one-dose CPE inhibition, % at 10 µM; IC50 in µM for titrated hits; actives 0.13% (n = 310,000); in the data active = a potency from the dose series; inconclusive = CPE inhibition mostly from about 23% at the one dose, without a potency; inactive = the rest, 99 in 100 with CPE inhibition below about 21%; note: strong numbers were not always called active
XIAP displacement: small molecules displacing peptide from XIAP – biochemical, IAP family, fluorescence polarization (AID 1018). one-dose displacement, % at 20 µM; IC50 in µM for titrated hits. actives 0.007% (n = 200,000). XIAP BIR domain, fluorescence polarization peptide displacement; higher % means a stronger effect; in the data active = displacement above about 50%; note: a part of the inactive calls stands beside numbers as strong as those of hits
WT yeast gro inh: growth inhibition of WT yeast, mitochondrial fusion screen | actives 2.1% (n = 190,000) | inhibition, % at 10 µM | AID 1362 | mitochondrial fusion phenotypic screen, WT strain; in the data active = inhibition above about 58%; tested in S. cerevisiae
WT yeast gro inh mutant strain: also measured in WT yeast gro inh; calls as there; inhibition, %; mitochondrial fusion phenotypic screen, mutant strain inhibition
Myeloid diff 2 GFP+ MAC1+ %: recorded beside Myeloid diff 2, whose call it bears; GFP+ MAC1+ double positive, %; measured here: differentiation confirmed by MAC1 staining
Active calls of the source: *; i = inactive; ? = inconclusive; / = not tested or not shown. Cut-off read from the data, not from the text of the source, unless noted: active = inhibition above about 50%; inactive = the rest.

Preview, eight compounds:
SMILES	TNAP activation fold	Myeloid diff 2	Myeloid diff 2 GFP+ MAC1+ %	PMI inhibitors	PMI inhibition	PhoP inhibition	SIAH1 antagonists	RSV antiviral HEp-2	XIAP displacement	WT yeast gro inh	WT yeast gro inh mutant strain
CC(Nn1cnnc1)c1cc(Cl)ccc1O (stereo not given)	1.1	i	0.1	-2%	-3%	/	1%	-1.1%	-0.3%	8	-1
CN(CC(=O)Nc1cccc(F)c1)C(=O)COc1cccc2c1OC(C)(C)C2	/	i	3.8	/	/	-5%	12%	0.8%	/	/	/
Brc1ccc(-c2nnc3sc(CNCc4ccc5c(c4)OCO5)cn23)cc1	1	i	4.0	13%	12%	-11%	3%	1.2%	-9.1%	14	23
Cc1ccnc(NC(=O)CCC(=O)N(CC(=O)NCc2ccc(F)cc2)Cc2ccccc2)c1	/	i	1.2	/	/	-3%	8%	2.1%	/	/	/
COc1ccc(/C=N/NC(=O)c2cccc(NC(=O)c3ccccc3Cl)c2)cc1	/	?	/	/	/	7%	-3%	0.9%	/	/	/
COCCN1C(=O)/C(=C/c2ccc(Oc3ccc([N+](=O)[O-])cn3)c(OC)c2)SC1=Nc1ccccc1	1	i	1.0	9%	8%	0%	2%	1.8%	-5.2%	0	-32
O=C(NNC(=S)Nc1ccccc1C(F)(F)F)c1cccnc1	2.7	i	0.6	-7%	-10%	2%	9%	4.3%	-2.1%	1	11
COc1ccc(N(C(=O)Cn2nnc(-c3ccc(F)cc3)n2)C(C)C(=O)NC2CCCC2)cc1OC (stereo not given)	/	i	1.1	/	/	-4%	0%	6.2%	/	/	/

Main list, previewed entries included:
SMILES	TNAP activation fold	Myeloid diff 2	Myeloid diff 2 GFP+ MAC1+ %	PMI inhibitors	PMI inhibition	PhoP inhibition	SIAH1 antagonists	RSV antiviral HEp-2	XIAP displacement	WT yeast gro inh	WT yeast gro inh mutant strain
CC(Nn1cnnc1)c1cc(Cl)ccc1O (stereo not given)	1.1	i	0.1	-2%	-3%	/	1%	-1.1%	-0.3%	8	-1
CN(CC(=O)Nc1cccc(F)c1)C(=O)COc1cccc2c1OC(C)(C)C2	/	i	3.8	/	/	-5%	12%	0.8%	/	/	/
Brc1ccc(-c2nnc3sc(CNCc4ccc5c(c4)OCO5)cn23)cc1	1	i	4.0	13%	12%	-11%	3%	1.2%	-9.1%	14	23
Cc1ccnc(NC(=O)CCC(=O)N(CC(=O)NCc2ccc(F)cc2)Cc2ccccc2)c1	/	i	1.2	/	/	-3%	8%	2.1%	/	/	/
COc1ccc(/C=N/NC(=O)c2cccc(NC(=O)c3ccccc3Cl)c2)cc1	/	?	/	/	/	7%	-3%	0.9%	/	/	/
COCCN1C(=O)/C(=C/c2ccc(Oc3ccc([N+](=O)[O-])cn3)c(OC)c2)SC1=Nc1ccccc1	1	i	1.0	9%	8%	0%	2%	1.8%	-5.2%	0	-32
O=C(NNC(=S)Nc1ccccc1C(F)(F)F)c1cccnc1	2.7	i	0.6	-7%	-10%	2%	9%	4.3%	-2.1%	1	11
COc1ccc(N(C(=O)Cn2nnc(-c3ccc(F)cc3)n2)C(C)C(=O)NC2CCCC2)cc1OC (stereo not given)	/	i	1.1	/	/	-4%	0%	6.2%	/	/	/
COc1ccc(C(=O)/C=C/c2ccc(OC)cc2OC)c(O)c1	1.1	i	3.1	9%	8%	-4%	8%	1.4%	-4.0%	16	21
Nc1cc(OC(=O)c2ccc(F)cc2)nn1S(=O)(=O)c1ccccc1	/	i	0.9	/	/	-3%	4%	1.0%	/	/	/
CCCCN(CC)C(=O)Cn1c(=O)sc2ccccc21	1	i	1.2	-9%	-4%	1%	-2%	1.5%	-3.4%	2	3
Cc1ccc(C(CC(=O)N2CCOCC2)c2ccco2)cc1 (stereo not given)	1.1	i	0.0	11%	8%	12%	-2%	1.7%	-1.0%	-11	-8
Cc1nc(S(=O)(=O)Cc2ccccc2Cl)nc2c1CCC2	1.1	i	0.2	5%	0%	-7%	-6%	-0.8%	2.7%	24	12
Cn1c(SCC(=O)Nc2ccc(F)cc2)nnc1-c1cccnc1	1.1	i	2.5	10%	12%	11%	2%	5.0%	-2.1%	6	1
O=C(CCCOc1ccc(Cl)cc1)NC1CCCCC1	/	i	0.6	/	/	-8%	-1%	2.9%	/	/	/
O=C(CNC(=O)c1ccccc1)OCc1nc2ccccc2s1	1.1	i	0.3	2%	-8%	-7%	8%	1.2%	-4.7%	-6	-3
Cc1cc(F)ccc1NCc1cccnc1	1.1	i	0.8	-1%	3%	7%	1%	1.6%	58%	-10	1
Cc1ccc(/C=C/C(=O)NC(=S)N2CCN(c3ccc(F)cc3)CC2)cc1	/	i	0.4	/	/	2%	8%	1.9%	/	/	/
O=C(NC1CCCN(Cc2ccc(Cl)cc2)C1)c1cccc(F)c1 (stereo not given)	/	i	0.8	/	/	1%	11%	2.1%	/	/	/
O=C(Nc1ccccc1)N1CCN(c2ncccn2)CC1	1.1	i	2.5	2%	7%	0%	3%	1.4%	-1.0%	6	11
CC(=O)Nc1ccc(S(=O)(=O)Nc2ccc3c(c2)OCO3)cc1	/	i	4.4	/	/	0%	-3%	0.3%	/	/	/
COc1cc(NS(=O)(=O)c2ccc(C)c(C)c2)c(OC)cc1Cl	1.1	i	0.3	8%	0%	9%	2%	8.1%	-2.8%	34	30
COc1cc(C(=O)Nc2scc(-c3ccccc3)c2C(=O)O)cc(OC)c1OC	/	i	0.6	/	/	-3%	-2%	2.7%	/	/	/
COc1ccc(NC(=O)C2CCCN(C(=O)Nc3ccc(F)cc3)C2)cc1 (stereo not given)	/	i	0.9	/	/	-2%	4%	3.3%	/	/	/
COCCNC(=O)CSc1nc2ccccc2c(=O)n1CCCC(=O)NCc1ccccc1	1	i	1.2	-10%	-3%	-5%	2%	0.8%	-0.8%	5	1
Cn1cc(CN2CCC(C(=O)Nc3ccc(Oc4ccccc4F)cc3)CC2)cn1	/	i	12	/	/	-10%	0%	-0.5%	/	/	/
O=C(Cn1nc(Cl)nc1Cl)c1ccc2c(c1)OCCO2	1.1	i	1.0	1%	2%	30%	-3%	-0.9%	6.3%	7	5
O=C(CC(C(=O)O)c1cccc(Cl)c1Cl)c1ccccc1 (stereo not given)	/	i	1.0	/	/	0%	-1%	0.3%	/	/	/
O=C(O)c1cccc(NC(=O)C2CC(=O)N(Cc3ccccc3)C2)c1 (stereo not given)	1.1	i	1.0	7%	8%	3%	-2%	0.4%	-5.0%	11	11
c1ccc2sc(Sc3ncnc4sccc34)nc2c1	1	i	0.0	9%	7%	-17%	10%	0.5%	-2.7%	-26	-3
OCCN(CCO)CC(O)Cn1c2ccccc2c2ccccc21 (stereo not given)	1	i	4.2	-12%	-5%	31%	-6%	-1.6%	-5.2%	-6	14
CCOC(=O)Cc1csc(NC(=O)CSc2nc3cccnc3n2CC)n1	1.1	i	0.6	6%	26%	7%	-1%	1.1%	-4.6%	32	3
Cc1ccccc1NC(=O)CSc1ccc(-c2cccnc2)nn1	/	i	0.7	/	/	-4%	0%	1.8%	/	/	/
COc1ccc(NC(=O)CS(=O)(=O)c2cn(CC(=O)N3CCOCC3)c3ccccc23)cc1	1.1	i	0.3	-3%	7%	-7%	10%	0.1%	-2.2%	1	6
CC[n+]1ccc(C)c2cc(P(=O)(c3ccccc3)c3ccccc3)ccc21	1.1	i	0.8	-16%	18%	5%	13%	-1.9%	-3.0%	1	-4
O=C(CSC1=NCCS1)c1ccc(Cl)cc1	1.2	i	0.9	0%	-20%	-8%	-4%	1.5%	-0.2%	69	75
CC1(c2nnc(-c3ccccc3)o2)CC(c2cccnc2)=NO1 (stereo not given)	/	i	0.9	/	/	-4%	1%	-0.2%	/	/	/
CCC(C)(CCNC(=O)Cc1ccccc1)c1ccccc1OC (stereo not given)	/	i	0.4	/	/	-5%	2%	7.2%	/	/	/
Cc1ccc(CN2C(=O)c3ccccc3C2C(=O)NCc2cccnc2)cc1 (stereo not given)	1.1	i	1.8	2%	5%	11%	-4%	-1.0%	-8.0%	-6	5
CC1CCCCC1NC(=O)Cn1c(CN2CCCCC2)nc2ccccc2c1=O (stereo not given)	1.1	i	3.2	2%	-2%	2%	-1%	0.1%	-3.9%	-20	5
Cn1nc(-c2ccccc2)c(CO)c1Sc1ccccc1	1.1	i	0.1	5%	2%	2%	-1%	0.4%	-18%	-42	-19
Cc1ccc(/C=N/n2c(C)nc3ccccc3c2=O)o1	1.1	i	0.1	-8%	4%	0%	0%	4.2%	-7.1%	-11	11
CC(CCc1ccccc1)NS(=O)(=O)c1ccc(Cl)c(C(=O)O)c1 (stereo not given)	/	i	0.5	/	/	-3%	5%	1.6%	/	/	/
CCNC(=S)Nc1ccc(Cc2ccncc2)cc1	1.1	i	0.5	8%	12%	8%	2%	0.6%	-9.6%	-5	0
O=C(O)C1CCCCN1S(=O)(=O)c1ccc2ccccc2c1 (stereo not given)	1	i	1.0	-6%	-10%	-6%	1%	0.2%	-4.4%	4	5
O=C(/C=C/c1ccc2c(c1)OCO2)c1cccnc1	/	i	0.6	/	/	-1%	1%	1.2%	/	/	/
N#CNC(=Nc1ccc(Cl)cc1)Oc1ccccc1	/	i	1.0	/	/	-6%	-2%	1.7%	/	/	/
CCc1cc(=O)oc2cc(C)c(CN3CCCC(C)C3)c(O)c12 (stereo not given)	1	i	6.2	22%	16%	0%	2%	-2.1%	-12%	-10	-24
CCOC(=O)c1cc(-c2nnc(-c3ccc(Cl)cc3)o2)c(C)nc1C	0.7	i	2.0	-2%	-3%	-7%	-4%	2.2%	-3.4%	17	-1
CN(C)c1ccc2c(=O)[nH][nH]c(=O)c2c1	1.1	i	0.1	5%	24%	-6%	14%	1.1%	-2.4%	-15	1

(list continues)
SMILES	TNAP activation fold	Myeloid diff 2	Myeloid diff 2 GFP+ MAC1+ %	PMI inhibitors	PMI inhibition	PhoP inhibition	SIAH1 antagonists	RSV antiviral HEp-2	XIAP displacement	WT yeast gro inh	WT yeast gro inh mutant strain
COc1ccc(CC(=O)Nc2ccc(S(=O)(=O)Nc3onc(C)c3C)cc2)cc1OC	/	i	0.6	/	/	3%	4%	0.7%	/	/	/
COc1ccc(-c2[nH]ncc2/C=N/NC(=O)c2cccc([N+](=O)[O-])c2)cc1OC	1.8	i	0.2	20%	13%	-1%	-7%	0.0%	-9.6%	-2	5
CCOc1ccccc1NC(=O)C(OC(=O)c1ccccc1)c1ccccc1 (stereo not given)	1	i	0.3	13%	7%	-1%	3%	0.3%	-3.3%	22	-18
COc1ccc2c(COC(=O)c3n[nH]c4ccccc34)cc(=O)oc2c1	0.8	i	0.4	0%	-4%	0%	-4%	2.8%	-5.2%	9	-12
O=S(=O)(Nc1cccnc1)c1cc(Cl)ccc1Cl	0.9	i	0.5	1%	4%	-10%	3%	-1.8%	-2.1%	5	22
Oc1c(Cl)cc(Cl)cc1CNc1nc2ccccc2[nH]1	/	i	0.5	/	/	7%	-2%	18%	/	/	/
